Assay outcomes deposited in PubChem by several laboratories.
DAGLB inhibitor – blocks human DAGLB lipase activity; actives 0.059% (n = 340,000); Q8NCG7; AID 504411; inhibition, % at 5.17 µM; HEK293T DAGLB membrane lysate, EnzChek fluorogenic substrate; in the data active = inhibition above about 34%;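 also: 0% = enzyme with vehicle and 100% = wells lacking enzyme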
CAL PDZ FP-1 – blocks peptide binding to the human CAL PDZ domain; purified CAL PDZ, TMR-peptide fluorescence polarization, 1 h; inhibition, % at 24.9 µM; actives 0.92% (n = 300,000); AID 602252;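 active = mean inhibition of at least 30% with at least half of replicates also reaching 30%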;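 also: 0% = DMSO neutral control and 100% = excess unlabeled competitor peptide PRC23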
Cardiac RTF inh – cardiac RTF calcium desensitization. P19429+P45379. IANBD-labeled cardiac RTF, Ca2+ fluorescence. inhibition, % at 7.15 µM. actives 0.12% (n = 340,000);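 active = inhibition above the mean inhibition of all tested compounds plus 3 SD, cut at about 17% in these data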;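 also: assay run at fixed EC70 calcium of 1.6 mM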
CAL PDZ FP-2 – human CAL PDZ-peptide interaction inhibition; Q9HD26; purified CAL PDZ, TMR-peptide fluorescence polarization, 1 h; inhibition, % at 20 µM; actives 0.02% (n = 330,000); AID 504414;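 active = highest replicate inhibition of at least 40%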;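 also: plate controls were DMSO neutral control wells for no effect and unlabeled competitor peptide control wells for full effect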
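Control set: unlabelled peptide and DMSO controls / Material: purified CerCALP PDZ construct / Timing: 1 h incubation at room temperature before polarization reading / Doses: 20 µM, one dose / Detection: fluorescence polarization (mP)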
V-ATPase pH – regulators of yeast V-ATPase proton transport. actives 0.37% (n = 350,000). response, % at 10 µM. AID 504577. S. cerevisiae, pHLuorin cytosolic pH fluorescence; in the data active = response mostly above about 7.3%, no sharp cut-off; inactive = mostly below about 5.4%; also: actives read high; inactives centre near 0; some compounds called inactive have numbers as strong as hits
LANA DNA inh – blocks KSHV LANA C-terminal domain binding to DNA; inhibition, % at 9 µM; MBP-C-LANA/FAM-LBS DNA binding, fluorescence polarization; AID 504423; actives 0.078% (n = 340,000);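 active = highest replicate inhibition at or above 60% at 9 µM, even if other replicates fall short; inactive = all replicates below 60% inhibition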;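 also: 0% = neutral control wells and 100% = 4 µM acridine orange control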
Arrestin-AP2 inh – inhibitors of human beta-arrestin and AP2 interaction. FITC-arrestin peptide / GST-AP2 beads, flow cytometry; AP2 beta2 appendage carries R879A mutation. AID 504490. inhibition, % at 10 µM. actives 0.31% (n = 340,000);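 active = inhibition above a set limit, near 3 SD of compounds lacking own fluorescence, cut at about 54% in these data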;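 also: plate controls were DMSO wells for no effect and 5 µM unlabelled arrestin peptide for full effect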
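Test system: GST-tagged AP2 beta2-adaptin appendage (R879A) on 4 µm glutathione beads; also added: fluorescein-tagged arrestin peptide at 50 nM final; timing: 12 min plus 1 h, RT; signal: flow cytometry, FL1 (488/535 nm); read-out: percent drop in bead-associated FITC signal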
Keap1 Nrf2 FP – disrupts human Keap1 binding to Nrf2 peptide. Q14145. Keap1 Kelch-Nrf2 peptide fluorescence polarization, 1536-well. inhibition, % at 9.4 µM. actives 0.15% (n = 340,000). AID 504523; in the data active = inhibition above about 12%;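 also: human Keap1 Kelch domain with fluorescein labeled Nrf2 9mer peptide probe; 0% = neutral control wells and 100% = peptide positive control; higher means more block of Keap1 binding to Nrf2 peptide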
NSD2 inh – blocks human histone methyltransferase NSD2; O96028; inhibition, % at 12.5 µM; actives 0.54% (n = 310,000); NSD2 peptide methylation, AlphaScreen, 120 min; in the data active = inhibition above about 50%
Pemphigus Ab inh – inhibitors of pemphigus antibody binding to human desmoglein-3 | P32926 | DSG3-coupled beads, scFv-anti-DSG3-GFP binding, flow cytometry; stronger effect = lower value | binding (percent of control), % at 10 µM | actives 0.48% (n = 310,000);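 active = binding more than 3 SD below its plate's average and above zero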;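 also: hits lower antibody fragment binding to DSG3; some compounds called inactive have numbers as strong as hits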
Target sequence (P32926 whole entry, looked up, the tested form may be a part): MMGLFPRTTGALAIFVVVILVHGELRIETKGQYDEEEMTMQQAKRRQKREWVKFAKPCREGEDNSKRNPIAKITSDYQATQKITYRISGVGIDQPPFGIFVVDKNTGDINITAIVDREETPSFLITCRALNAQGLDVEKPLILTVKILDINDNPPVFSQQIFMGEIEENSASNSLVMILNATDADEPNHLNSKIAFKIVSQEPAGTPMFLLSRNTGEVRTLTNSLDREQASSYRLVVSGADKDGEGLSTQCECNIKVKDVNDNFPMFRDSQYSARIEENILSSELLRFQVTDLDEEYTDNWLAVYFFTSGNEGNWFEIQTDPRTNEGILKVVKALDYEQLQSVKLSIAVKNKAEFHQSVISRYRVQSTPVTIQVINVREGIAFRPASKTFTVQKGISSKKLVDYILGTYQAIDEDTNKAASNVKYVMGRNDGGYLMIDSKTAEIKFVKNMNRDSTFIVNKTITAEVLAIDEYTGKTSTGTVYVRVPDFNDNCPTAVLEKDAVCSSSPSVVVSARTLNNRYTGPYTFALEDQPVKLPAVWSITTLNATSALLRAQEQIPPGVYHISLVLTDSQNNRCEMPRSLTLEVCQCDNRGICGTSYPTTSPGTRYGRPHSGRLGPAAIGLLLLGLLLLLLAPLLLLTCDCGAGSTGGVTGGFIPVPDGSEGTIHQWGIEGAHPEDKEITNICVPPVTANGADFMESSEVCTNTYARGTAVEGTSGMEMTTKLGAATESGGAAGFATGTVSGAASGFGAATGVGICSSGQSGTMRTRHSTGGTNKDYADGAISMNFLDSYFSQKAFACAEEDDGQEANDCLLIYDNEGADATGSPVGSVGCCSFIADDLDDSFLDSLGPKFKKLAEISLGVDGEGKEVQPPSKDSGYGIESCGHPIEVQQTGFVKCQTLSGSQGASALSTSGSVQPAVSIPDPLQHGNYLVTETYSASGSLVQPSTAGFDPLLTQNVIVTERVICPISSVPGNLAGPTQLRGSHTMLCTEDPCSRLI
Numbers without * were called inactive; . = not tested or not shown. Some of the compounds tested. The share of hits here may be higher or lower than overall.

structure	DAGLB inhibitor	CAL PDZ FP-1	Cardiac RTF inh	CAL PDZ FP-2	V-ATPase pH	LANA DNA inh	Arrestin-AP2 inh	Keap1 Nrf2 FP	NSD2 inh	Pemphigus Ab inh
CN(c1ccc2nc3ccccc3c(=O)n2n1)C1CCCCC1	-0.3	-1.9	-13.7	-2.4	-1.7	0.9	8.1	-4.8	.	97.1
CCN(CC)c1nc(NN)nc(Nc2ccc(C)c(Cl)c2)n1	-4.6	-1.2	0.8	-0.7	12.2	-0.4	-10.5	-3.1	-1.2	102.0
CCc1ccc(N(C(=O)c2ccco2)C(C(=O)NC2CCCC2)c2cccnc2)cc1 (centres undefined)	0.2	.	8.5	-0.7	-5.7	-1.8	14.5	-3.0	-0.7	.
Cc1ccc2c(C(=O)CN3CCCC3)c(C)[nH]c2c1	-0.1	-1.8	1.8	-0.6	0.1	-1.0	19.8	0.9	.	102.2
O=C(O)CCN1c2cccc3cccc(c23)S1(=O)=O	1.4	2.5	0.0	-1.9	-1.4	0.2	18.7	-0.6	0.6	106.5
CC1CCCC(C)N1C(=O)COc1ccc(-c2nnco2)cc1 (centres undefined)	-1.6	-2.0	-1.8	.	12.3	-1.4	10.3	4.9	1.4	98.5
CCC1SC(=Nc2cccc(C)c2)NC1=O (centres undefined)	-1.5	6.3	-8.5	-0.6	3.1	1.9	6.7	4.3	-1.8	92.6
COC(=O)[C@H]1C[C@H](C(=O)O)[C@@H](C)C1(C)C	-0.9	0.2	-1.1	-0.6	2.1	0.7	39.6	3.4	.	98.1
COc1ccc(-c2cc(=O)oc(-c3cccc(C)c3)n2)cc1	-3.5	8.6	-8.7	-0.4	-4.0	0.2	0.7	3.4	12.5	.
Cc1cc(C)n(-c2nc3nonc3nc2-n2nc(C)cc2C)n1	0.0	.	-1.1	0.1	4.1	-0.2	-2.5	-0.2	1.0	114.7
CCOC(=O)c1c(C)cc(C)n2c1nc1ccccc12	-0.5	-2.2	4.6	-2.7	-0.3	-1.7	14.4	0.3	-0.8	100.4
CCCCCN1CN(S(=O)(=O)c2cccs2)c2nc3ccccc3nc21	-2.2	1.5	4.5	-3.0	0.2	-2.2	4.7	-3.4	-0.5	97.1
O=C(COC(=O)c1ccc(CN2CCCC2=O)cc1)Nc1ccc(F)cc1	-1.4	0.5	10.7	-1.2	3.6	-0.7	-6.1	-4.9	-0.6	75.5
COc1ccc2nc(SCCOC(=O)Nc3ccc(Cl)cc3)nc(C)c2c1	-5.3	0.5	6.6	0.9	-1.0	0.4	7.6	1.5	-2.2	95.8
CCOC(=O)c1oc2c(CN3CCN(C)CC3)c(O)ccc2c(=O)c1-c1ccccc1OC	1.9	.	-3.0	-0.3	-1.9	-1.9	1.6	-3.5	.	98.7
CNc1nc(SCC(=O)OC)nc(N2CCOCC2)n1	-5.1	1.6	10.8	.	-4.6	-1.4	21.3	-0.7	-1.2	100.7
CC(C)CN(C(=O)CN1CCN(c2ccc(O)cc2)CC1)c1c(N)n(CC(C)C)c(=O)[nH]c1=O	-0.9	-2.7	11.0	-0.5	-2.9	0.3	28.1	-4.6	-0.3	110.6
COc1cc(-c2nc(N)n[nH]2)cc(OC)c1OC	1.2	-4.0	-1.2	0.0	1.8	1.2	3.5	-0.6	4.7	.
O=C(NNC(=O)c1cccc2ccccc12)c1ccc(Cl)cc1	0.0	-0.4	7.9	-0.7	-2.0	1.6	33.5	-2.2	-5.9	98.2
CS(=O)c1ccccc1COC(=O)Nc1ccc(Cl)cc1 (centres undefined)	2.3	1.1	-3.2	-0.6	-3.6	-0.2	21.4	-2.5	0.0	102.9
Cc1ccc(S(=O)(=O)N2CCN(C(=O)N3CCCC3)CC2)cc1	-1.9	0.9	-8.0	-3.1	2.3	-2.3	0.5	-4.7	1.0	103.6
Cc1ccc(Sc2c(C#N)c(-c3ccccc3)nn2C)cc1	-13.5	-2.8	0.6	-2.1	-5.2	-3.3	3.7	-1.1	-15.0	88.1
Cc1[nH]n(C)c(=O)c1C(=O)c1c(-c2ccccc2Cl)noc1C	-1.1	.	-0.1	-0.1	-4.2	-3.9	11.8	-30.0	1.6	115.7
O=C(O)c1cc([N+](=O)[O-])ccc1NCc1ccccc1Cl	10.0	-4.6	-6.8	-1.6	-2.4	0.8	6.8	-0.8	9.6	100.4
CCc1ccc(-c2cc(C)no2)cc1S(=O)(=O)NC(C)Cc1ccco1 (centres undefined)	-7.2	-3.2	-1.1	-2.5	-1.7	0.0	-5.4	0.1	0.6	.
Cn1ccnc1SCc1cccc([N+](=O)[O-])c1	-1.4	-2.1	1.6	-1.8	-2.0	0.1	-11.2	-2.4	10.8	97.4
C=CCSc1nc2c(c(=O)[nH]c(=O)n2C)n1CC	-3.1	0.5	-9.3	-0.7	-0.4	-0.9	-1.1	-0.3	-0.5	.
CS(=O)(=O)c1ccc2nc(NC3(C(F)(F)F)N=C4SCCN4C3=O)sc2c1 (centres undefined)	0.1	-4.9	-4.3	-2.1	-0.7	-3.8	4.4	-2.0	-1.9	123.3
Cc1cc(C2=NNC(=NC3CC3)SC2)c(C)n1-c1ccccc1F	-1.7	1.4	-3.2	0.6	-2.3	1.7	7.5	-4.7	3.7	109.6
CC(Sc1nnnn1C)C(=O)Nc1ncc(Cl)cc1Cl (centres undefined)	-1.9	0.7	0.6	-0.8	1.0	0.6	21.4	-3.5	-3.9	100.6
CCc1ccc(C(=O)NNC(=O)[C@H](C)NC(=O)c2ccco2)cc1	-0.1	1.2	-2.1	0.9	1.5	0.7	-3.7	-2.6	0.1	100.2
O=C(CCN1CCOCC1)c1ccc(N2CCCCC2)cc1	4.7	-0.7	0.3	0.3	0.6	-0.2	-2.9	-1.4	.	109.4
Cc1nn(Cc2ccc(F)cc2)c(Cl)c1/C=N/NC(=O)c1cccnc1	-2.2	-4.7	-2.4	-1.9	-1.7	-1.5	-5.9	-1.6	-2.5	87.3
O=[N+]([O-])c1ccc2[nH]c(O)c(N=Nc3ccc(F)cc3)c2c1	1.8	-9.2	-5.1	-0.7	-3.9	0.4	-9.6	1.7	2.9	92.3
COc1cccc(/C=N/NC(=O)c2nnn(-c3nonc3N)c2CN(C)c2ccccc2)c1	-1.4	-4.5	-0.3	0.4	6.2	11.2	-3.3	-1.4	3.6	92.6
CCN1CCN(C(=O)NC2CCCCC2)CC1	-1.9	-0.5	1.4	0.5	-1.3	0.7	26.0	-0.9	2.8	102.6
CCOC(=O)C1C(c2ccc(O)c(OC)c2)NC(=O)NC1(O)C(F)(F)F (centres undefined)	-0.1	-2.7	-1.5	-0.6	-0.1	5.5	-2.0	0.0	-1.4	136.4
NC(=O)COc1ccc(Cc2ncc(C(F)(F)F)cc2Cl)cc1	-0.7	-5.7	6.1	-0.1	-1.7	0.7	35.2	-0.1	-2.3	103.5
CCOc1ccc(OCCC(=O)N2CCc3cc(OC)c(OC)cc3C2)cc1	-1.6	-2.1	-0.6	-2.8	-2.9	1.2	-4.8	1.7	7.9	92.9
O=C(OC(C(=O)NCc1ccc(F)cc1)c1ccccc1)c1ccco1 (centres undefined)	-3.1	-4.1	5.7	-2.5	3.9	1.8	18.0	-0.5	-1.5	.
O=C(NCc1ccc2c(c1)OCO2)C1CC(c2cccc(Br)c2)=NO1 (centres undefined)	-0.3	-2.9	0.8	-1.5	6.2	-0.3	19.0	-1.2	-29.8	106.3
Cc1nc(NC(=O)c2cccc(Cl)c2)sc1C(=O)N1CCCCC1	-0.4	.	7.5	-1.5	1.1	-1.2	-11.6	-1.7	8.8	103.2
Cc1ccc(C(=O)Nc2cccc(NC(=O)c3ccc(C)o3)n2)o1	-3.0	.	-1.8	-1.3	-3.9	-0.2	-5.2	-7.1	-3.5	110.6
COc1ccc(C(=O)N2CCN(c3ccccc3)CC2)cc1S(=O)(=O)N1CCCC1	-0.5	.	-1.0	-0.3	5.0	0.7	25.1	-0.9	-2.6	106.6
CCOc1ccc(C(=O)NC(=S)Nc2ncccc2C)cc1[N+](=O)[O-]	-0.6	0.6	-2.3	-1.7	-1.6	-0.1	58.4*	3.5	1.1	95.2
COc1ccc2[nH]c(C(=O)Nc3ccc4c(c3)OCO4)cc2c1	.	.	.	.	0.3	.	9.5	.	-3.0	104.3
COc1cc(NC(=O)COC(C)=O)cc(OC)c1OC	1.4	-4.3	-8.1	0.1	2.0	-0.9	-1.8	-7.7	-4.0	123.3
CC(C)C(c1nnnn1CCc1ccccc1)N1CCN(C(=O)c2ccco2)CC1 (centres undefined)	-1.0	-0.1	9.8	-2.6	-2.5	1.8	1.1	-4.4	.	107.5
Cc1ccccc1NC(=O)CN1C(=O)CSc2ccc(S(=O)(=O)N3CCCCC3)cc21	-5.0	-0.9	-0.6	-2.1	-0.5	-0.2	20.6	-1.2	-6.6	94.0
COC(=O)c1c(C)[nH]c(C(=O)OCc2ccc(F)cc2)c1C	-5.0	-1.0	-10.0	-0.9	2.1	0.7	-3.6	-5.2	-0.8	104.4
CCN1CCc2c(sc(NC(=O)CN3C(=O)c4ccccc4C3=O)c2C(N)=O)C1	1.9	-3.1	-0.6	.	-2.1	-1.4	2.8	1.2	27.4	96.2
O=C(/C=C/Nc1ccccc1OC(F)(F)F)C(F)(F)F	-2.0	0.1	3.4	1.9	-3.5	7.1	2.7	-5.5	1.2	117.1
O=C1c2ccccc2C(=O)N1CCCCSc1nnc2ccccn12	-0.4	2.3	0.4	.	0.4	0.6	-2.8	2.2	8.3	105.4
CCOC(=O)c1nnn(CC(=O)Nc2ccccc2)c1C(=O)OCC	-1.4	-0.9	8.8	-2.3	4.4	-0.7	-2.6	-2.9	-3.2	81.4
C/C(=N\N=C(N)N)c1ccc(Cl)cc1	-2.2	-4.2	-2.0	-2.5	-0.1	-1.8	12.6	-0.9	0.6	94.5
COC(=O)c1ccc(C(=O)Nc2ccc3c(c2)C(=O)NC3=O)cc1	-3.3	-4.9	-1.7	-0.6	1.1	0.4	-6.6	-2.8	-1.4	102.8
COc1ccc(-c2nn(CC(=O)Nc3ccc(Cl)c(Cl)c3)c(=O)c3ccccc23)cc1	-2.6	-1.8	-3.3	.	3.1	3.1	-15.1	0.6	-0.6	93.3
O=c1[nH]c(=O)n(C2CCCO2)cc1Br (centres undefined)	3.2	-0.8	2.6	-0.8	-3.1	0.5	-0.5	-0.7	-1.7	95.9
Cn1c(-c2ccccc2)cc(=O)cc1-c1ccccc1	-0.8	.	.	.	-0.3	.	.	.	0.0	103.6
